# UBC9 SUMO inh: inhibitors of human SUMOylation (UBC9). P63279. HTRF SUMOylation assay, SAE1/SAE2 + UBC9, in vitro. inhibition, % at 35 µM. actives 0.36% (n = 290,000). AID 2006; in the data active = inhibition above about 50%, passing the limit was not always enough; also: strong numbers were not always called active
# MEKK3 PB1 HTS: MEKK3-MEK5 PB1 interaction, increase or decrease; binding response (% of control), % at 10 µM; actives 1.4% (n = 290,000); Q99759; AID 1529; bead-based flow cytometry, Alexa488-MEK5 binding to MEKK3; actives lie on both sides; 0 = blocked by unlabeled MEK5, 100 = vehicle;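 active = binding response more than 3 SD above or below the average of its plate-row segment, actives on both sides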;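 also: Alexa488 bead fluorescence after subtracting the streptavidin-only scavenger bead signal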
# NALP1 yeast inh: inhibitors of NALP1 inflammasome in yeast | S. cerevisiae NALP1/ASC/caspase-1 growth, X-gal OD620, 72 h | inhibition, % at 10 µM | actives 0.61% (n = 280,000) | AID 2071; in the data active = inhibition mostly above about 24%, no sharp cut-off; inactive = mostly below about 32%; also: some compounds called inactive have numbers as strong as hits
# pCIP destab: lowers stability of the mouse p/CIP coactivator protein; decrease of EGFP signal, % at 10 µM; F442A p/CIP-EGFP cells, EGFP fluorescence, 16 h; AID 1984; actives 0.01% (n = 290,000); Q05BA5;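 active = EGFP signal decrease of at least 30% at 10 µM or well 3 SD below plate mean, unless failing retest; inactive = the rest, including hits failing retest or dose response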; also: some compounds called inactive have numbers as strong as hits; many of its hits are not listed in these tables
# Target sequence (Q05BA5 1-1403): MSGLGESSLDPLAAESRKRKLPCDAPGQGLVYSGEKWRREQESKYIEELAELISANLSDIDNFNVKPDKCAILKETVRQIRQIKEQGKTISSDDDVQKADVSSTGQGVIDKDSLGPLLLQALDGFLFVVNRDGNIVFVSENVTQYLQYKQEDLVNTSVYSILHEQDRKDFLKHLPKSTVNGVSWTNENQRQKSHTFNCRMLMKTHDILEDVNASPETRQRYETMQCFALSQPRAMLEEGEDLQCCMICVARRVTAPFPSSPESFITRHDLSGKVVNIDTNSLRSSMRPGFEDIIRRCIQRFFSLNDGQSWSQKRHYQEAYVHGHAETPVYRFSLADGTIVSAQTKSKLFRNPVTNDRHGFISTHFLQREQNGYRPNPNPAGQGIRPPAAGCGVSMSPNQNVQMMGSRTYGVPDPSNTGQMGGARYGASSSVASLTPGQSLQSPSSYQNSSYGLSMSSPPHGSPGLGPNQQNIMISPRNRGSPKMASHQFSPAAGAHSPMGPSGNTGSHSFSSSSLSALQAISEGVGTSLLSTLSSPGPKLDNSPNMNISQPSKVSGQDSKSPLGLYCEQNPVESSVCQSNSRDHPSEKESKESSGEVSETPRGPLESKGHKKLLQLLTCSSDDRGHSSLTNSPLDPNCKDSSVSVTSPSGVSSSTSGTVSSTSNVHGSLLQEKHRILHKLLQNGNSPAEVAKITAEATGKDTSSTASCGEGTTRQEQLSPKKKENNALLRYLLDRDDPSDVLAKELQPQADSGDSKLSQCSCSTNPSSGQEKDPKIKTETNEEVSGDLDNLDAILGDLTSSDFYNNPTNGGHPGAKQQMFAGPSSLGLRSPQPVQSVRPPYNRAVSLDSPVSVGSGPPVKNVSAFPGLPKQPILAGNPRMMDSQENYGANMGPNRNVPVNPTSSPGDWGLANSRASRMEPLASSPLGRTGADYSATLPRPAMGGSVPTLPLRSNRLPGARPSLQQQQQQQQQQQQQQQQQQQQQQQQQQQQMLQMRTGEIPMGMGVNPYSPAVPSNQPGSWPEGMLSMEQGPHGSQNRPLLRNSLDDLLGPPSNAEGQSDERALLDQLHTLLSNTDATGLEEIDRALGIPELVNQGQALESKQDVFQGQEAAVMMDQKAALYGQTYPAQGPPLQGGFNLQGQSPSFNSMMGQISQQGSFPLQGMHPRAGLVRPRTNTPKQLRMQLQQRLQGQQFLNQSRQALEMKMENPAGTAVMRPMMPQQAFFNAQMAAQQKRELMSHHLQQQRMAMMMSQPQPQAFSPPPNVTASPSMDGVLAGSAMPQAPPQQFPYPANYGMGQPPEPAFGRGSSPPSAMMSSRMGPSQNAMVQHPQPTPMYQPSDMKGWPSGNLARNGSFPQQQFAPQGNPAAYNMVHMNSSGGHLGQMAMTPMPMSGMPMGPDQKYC
# IDE cell inh: inhibits human insulin-degrading enzyme in HEK cells. inhibition, % at 5.59 µM. P14735. actives 0.41% (n = 320,000). FAbetaB cleavage, fluorescence polarization;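 active = percent inhibition above the average of all tested compounds plus 3 SD, set per screening campaign, cut at about 16% in these data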;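 also: IDE supplied by intact live HEK cells; FP after avidin binding of uncleaved biotin substrate so inhibition keeps polarization high; 0% = DMSO wells and 100% = 60 µM reference IDE inhibitor Ii1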
# MEKK2mut PB1 HTS: signal of MEK5 binding to mutant human MEKK2 PB1 domain; bead flow cytometry, Alexa488-MEK5 binding to MEKK2 mutant; percent response, % at 10 µM; actives 0.35% (n = 290,000); in the data active = percent response above about 24%, passing the limit was not always enough; also: inactives centre near 1; some results filed as inactive read as strong as hits; reference of the scale not given here
# M18AAP inhibitor: blocks P. falciparum M18 aspartyl aminopeptidase | recombinant PfM18AAP, H-Glu-NHMec fluorogenic cleavage | inhibition, % at 7.35 µM | actives 1.2% (n = 290,000) | AID 1822;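 active = inhibition above the campaign mean inhibition over all tested compounds plus 3 SD, cut at about 28% in these data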;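 also: 0% = plate median of test compound wells and 100% = 2 mM ZnCl2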
# IDE act: IDE (human) activation, cell-based | actives 0.073% (n = 340,000) | HEK cells, FAbeta-B cleavage, fluorescence polarization; 0% vehicle, 100% cell-free pure enzyme wells | P14735 | AID 493087 | activation, % at 5.96 µM;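 active = activation above the mean of all tested compounds plus 3 SD, set per screening campaign, cut at about 17% in these data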
# MEKK2wt PB1 HTS: raises or lowers MEK5 binding to wildtype human MEKK2 PB1 domain; binding response (% of control), % at 10 µM; actives 1.1% (n = 290,000); bead flow cytometry, Alexa488-MEK5 binding to MEKK2 WT; actives lie on both sides; in the data active = binding response below about 67% or above about 130%
# Numbers without * were called inactive; nt = not tested or not shown; & = joins results of further samples. A portion of the library (hit frequency here may not be typical).
SMILES,UBC9 SUMO inh,MEKK3 PB1 HTS,NALP1 yeast inh,pCIP destab,IDE cell inh,MEKK2mut PB1 HTS,M18AAP inhibitor,IDE act,MEKK2wt PB1 HTS
Cc1cccc(N(C)c2ccc3cc(S(=O)(=O)N4CCCC4)ccc3n2)c1,9,96,-56,-17,2,1,3,-3,95
COc1ccc(CNc2ccc(N3CCOCC3)cc2)cc1,-4,102,18,-5,3,-3,-18,8,98
COc1ccccc1NC(=O)Cn1nc(-c2ccc3c(c2)OCCO3)ccc1=O,8,90,-9,-6,2,-7,3,-3,88
O=C(CN1C(=O)CSc2ccc(S(=O)(=O)N3CCOCC3)cc21)NCCCN1CCCCC1,1,104,12,-7,-5,6,-9,4,107
O=C(N=C1SC2CS(=O)(=O)CC2N1c1ccc(Cl)cc1)C1CCCO1 (stereo not given),-5,102,14,8,6,1,0,1,102
[O-][N+]1=c2ccc(Nc3ccccc3)cc2=NC12CCCCC2,79*,98,28,-25,6,5,13,-1,99
O=C(NCC(=O)N(c1ccc2c(c1)OCCO2)C(C(=O)NC1CCCC1)c1ccco1)c1ccco1 (stereo not given),4,102,7,-3,4,2,-4,-2,103
O=C(O)CC(CC(=O)Nc1ccc(Oc2ccccc2)cc1)c1ccccc1 (stereo not given),4,104,10,-5,6,5,1,-1,106
CC(=O)c1cccc(N2Cc3ccccc3C2=NC(=O)CCl)c1,8,102,10,23,-3,2,-7,8,97
CCOC(=O)NN1C(=O)c2ccccc2NC1c1ccccc1O (stereo not given),18,100,14,-1,1,-1,0,-2,100
Cc1cc(C)nc(SCc2cc(=O)c(OC(=O)c3cccc([N+](=O)[O-])c3)co2)n1,5,105,20,-7,2,-1,2,4,103
CCOC(=O)Cn1c(=NC(=O)CC)sc2c(C)cc(C)cc21,9,104,10,3,-2,2,-3,2,103
OCC1(CCCc2ccccc2)CCN(C2CCSCC2)CC1,-6,105,9,7,-1,2,-3,-3,105
Cc1cc2oc(C(=O)N(Cc3ccccc3)c3ccccn3)cc(=O)c2cc1Cl,15,97,nt,-12,11,-2,0,nt,95
O=C(CC1NC2CCCCC2NC1=O)Nc1ccc2c(c1)OCO2 (stereo not given),-3,102,10,3,5,-2,-4,1,95
COc1ccc(OCc2n[nH]c(=S)n2Cc2ccco2)cc1,7,nt,-19,6,6,nt,12,1,nt
Cc1ccc(C2(C)NC(=O)N(CC(=O)Nc3c(C)n(C)n(-c4ccccc4)c3=O)C2=O)cc1 (stereo not given),14,106,33,-2,3,20,3,0,131
COc1ccc(CCNC(=O)CCCn2c(=O)c3cccn3c3cccnc32)c(OC)c1,nt,98,9,-13,-1,0,5,4,98
Cc1ccc2cc(CCNC(=O)Cc3cccs3)c(=O)[nH]c2c1,-1,112,17,8,-2,-2,2,-1,101
Cc1nc2scc(C)n2c(=O)c1S(=O)(=O)NCCc1ccccc1,nt,102,-4,-10,1,8,2,-1,99
C/C=C(/C(=C/C)c1ccc(O)cc1)c1ccc(O)cc1,-17,95,4,-7,3,3,2,4,95
Cc1ccnc(-n2c(C)cc(C=O)c2C)c1,28,112,-2,-14,-2,3,1,-3,106
O=C(CSc1nnc(-c2ccccc2Cl)o1)Oc1ccc(Br)cc1,-28,103,7,9,6,8,-2,8,100
CCOc1ccc(NC(=O)/C(C#N)=C/c2ccc(N3CCCC3)c(C)c2)cc1,32,119,16,3,4,-1,1,-9,102
NC(=O)c1ccc(N2CCCCC2)c(N2C(=O)C3C4C=CC(C4)C3C2=O)c1 (stereo not given),3,103,-5,-4,1,4,6,-1,103
O=C(c1ccco1)N1CCN(C(=O)c2cc(-c3ccccc3)nc3ccccc23)CC1,-1,106,6,-15,3,0,7,0,97
COc1cc2c(cc1OC)C(c1cccc([N+](=O)[O-])c1)=NCC2,7,108,4,15,4,4,-2,-2,110
COc1ccc(S(=O)(=O)NCCCN2CCCC2=O)c(OC)c1,-3,98,0,-5,3,1,-3,-1,100
COc1ccc(CN(C)Cc2c(O)ccc3cc(Br)ccc23)cc1OC,-1,102,14,-17,3,3,2,0,110
COc1ccc(-n2c(SCC(N)=O)nc3sc4c(c3c2=O)CCN(C)C4)cc1,3,98,-3,0,3,-3,4,-4,93
O=C(CSc1nnc(COc2ccccc2)o1)N1CCOCC1,9,100,0,2,1,-3,0,-3,95
Cc1ccc(C(=O)N(c2ccccn2)C(C)c2ccco2)cc1C (stereo not given),12,105,-8,3,5,3,-2,5,97
COc1ccc(CCNC(=O)CSc2nnc(-c3ccc(F)cc3)o2)cc1OC,15,108,-17,-10,0,4,-8,-6,106
CC(=O)Nc1ccc(S(=O)(=O)N2CCC(C(=O)NCCC(=O)NCc3ccncc3)CC2)cc1,13,100,18,-11,-1,-6,-11,7,97
Cc1ccc(CS/C(Nc2ccccc2C)=C(\C#N)C(=O)NCc2ccco2)c(C)c1,-20,100,12,-3,-1,-1,1,3,99
N#Cc1ccc(N=c2ssnc2Cl)cc1,-1,93,-16,-4,1&0,-2,28,-4&-16,97
COc1ccc(N(C(=O)Cc2cccs2)C(C(=O)NC2CCCCC2)c2cccn2C)cc1 (stereo not given),1,110,18,-6,4,12,-26,2,117
CSCC[C@H](NC(=O)OC(C)(C)C)C(=O)N1CCC(C(=O)N[C@@H](C)C(=O)O)CC1,15,93,7,-9,1,7,2,-2,106
COc1nc(NCc2cccnc2)nc(NC2CCCCC2)n1,-6,115,26,-4,4,8,-1,5,110
O=C(CSc1nnnn1-c1ccc(F)cc1)NNC(=O)c1ccco1,19,113,nt,-8,-2,2,-7,5,109
CCOC(=O)N1CCN(Cc2nc3cc(NC(=O)CC)ccc3n2C)CC1,23,103,23,-8,0,2,-11,3,101
CCOc1ccc(C(=O)CCC(=O)N2CCC(C(=O)OC)CC2)cc1,10,96,-3,-4,5,-2,3,4,94
COc1cc(/C=C/C(=O)O)cc(OC)c1OC,10,89,11,-11,7,-14,-4,2,92
Cc1ccc(C(=O)NC2CCN(C(=O)Nc3ccccc3)CC2)cc1,10,100,6,-15,2,2,7,4,103
CC1(C)OC(=O)N(c2ccccc2)C12C=Cc1cc(Br)ccc1O2 (stereo not given),4,102,20,-5,6,4,9,3,99
Cc1ccc(NS(=O)(=O)c2ccc3c(c2)CC(=O)N3)cc1C,0,102,13,-2,1,1,-7,-1,102
NC(=O)c1ncc(C(F)(F)F)cc1Oc1cccc(C(F)(F)F)c1,13,103,14,-5,2,1,0,14,104
COc1cc(OC)c(N(C)S(=O)(=O)c2cccc(C(=O)Nc3nnc(C4CC4)s3)c2)cc1Cl,20,99,nt,-1,0,3,-4,3,100
COC(=O)/C=C1\S/C(=N/NC(=O)c2ccc(OC)cc2)NC1=O,16,107,-14,-4,4,3,-5,-5,101
Cc1csc(NC(=O)C2CCCN2C(=O)Oc2ccccc2)n1 (stereo not given),-2,102,13,-11,4,0,-7,2,102
O=C(CNC(=O)OCc1ccccc1)Oc1cc2oc(=O)cc(-c3ccccc3)c2cc1Cl,22,106,33,-7,-4,-37,2,4,78
O=C(N/N=C/c1cccc(O)c1)C(=O)N1CCCCCC1,4,101,6,-4,2,1,4,-2,98
COc1cc([N+](=O)[O-])ccc1Nc1nc(C)cc(C)n1,5,99,-7,-5,2,0,-1,-3,101
COc1ccc(N(CC(=O)Nc2cc(OC)ccc2OC)S(C)(=O)=O)cc1,-17,97,0,-3,3,1,-5,5,99
Cc1ccccc1Nc1nc(N)c2ccccc2n1,8,161*,14,-9,4,28,0,7,173*
CCn1c(SCc2cccc(F)c2)nc2c(c1=O)SCC2,-4,106,10,0,-3,3,8,2,107
CC(=O)c1cccc(N(C(=O)c2ccco2)C(C(=O)NC2CCCC2)c2ccc(N3CCOCC3)cc2)c1 (stereo not given),-3,105,-2,10,1,8,0,2,103
CC(C)NC(NC(=O)Cc1ccccc1)C(Cl)(Cl)Cl (stereo not given),-8,100,16,8,-3,9,4,3,102
COc1ccc(-c2[nH]ncc2/C=N\NS(=O)(=O)c2ccc(Cl)cc2)cc1,-13,100,15,11,8,11,0,4,104
CC(=O)c1cccc(OCc2cc(C(=O)N(C)CCC3CCOCC3)no2)c1,-1,96,11,-10,2,0,0,1,92
# The results go on:
SMILES,UBC9 SUMO inh,MEKK3 PB1 HTS,NALP1 yeast inh,pCIP destab,IDE cell inh,MEKK2mut PB1 HTS,M18AAP inhibitor,IDE act,MEKK2wt PB1 HTS
COc1ccc(OCCC(=O)NCC23CC4CC(CC(C4)C2)C3)cc1,-5,63,-13,-3,-1,-10,-11,1,71
Cc1cc(C)c(OCCCNCc2ccccc2)c(Br)c1,-5,101,17,-2,5,12,-3,-2,128
Cc1ccc(C(=O)NC(=O)CSc2nnc(C)s2)cc1,1,98,-5,-5,4,3,2,2,100
COc1ccc(-c2nnn(CC(=O)N(CCCN3CCOCC3)C(C(=O)NC3CCCC3)c3ccc(C)o3)n2)cc1 (stereo not given),39,96,7,0,-1,-5,-15,8,96
CN(C)C(=O)N1CCN(S(=O)(=O)c2ccc3ccccc3c2)CC1,0,99,0,-3,3,4,-5,5,99
N#Cc1c(N)[nH]c(=S)c(C#N)c1-c1ccccc1,7,92,-22,-13,0,-9,5,-1,91
COC(=O)CC(NC(=O)c1ccco1)c1cccc2ccccc12 (stereo not given),18,104,4,0,8,6,-10,1,104
CCN(CC)CCN1CCn2c3c(c4cc(C)ccc42)CCCC31 (stereo not given),14,108,25,-12,9,1,5,-2,111
Cc1ccc(N(CCC(=O)O)S(=O)(=O)c2ccccc2)cc1,4,100,20,-16,1,-2,2,6,99
Cc1onc(-c2ccccc2Cl)c1C(=O)NCc1ccc(F)cc1,10,112,9,-6,0,12,-13,1,113
O=C(Nc1ccc(Cl)cc1)OCCn1nnnc1C(c1ccccc1)N1CCOCC1 (stereo not given),-16,104,12,-2,6,1,-6,2,107
Cn1c(N)c(C(=O)COC(=O)c2ccc(Cl)c(S(=O)(=O)N3CCCCC3)c2)c(=O)n(C)c1=O,15,103,12,-14,0,-2,2,3,101

# Just IDE cell inh, for two of the compounds above:
compound	IDE cell inh
COc1ccc(-c2nnn(CC(=O)N(CCCN3CCOCC3)C(C(=O)NC3CCCC3)c3ccc(C)o3)n2)cc1 (stereo not given)	-1
CCN(CC)CCN1CCn2c3c(c4cc(C)ccc42)CCCC31 (stereo not given)	9

# More entries follow.
SMILES,UBC9 SUMO inh,MEKK3 PB1 HTS,NALP1 yeast inh,pCIP destab,IDE cell inh,MEKK2mut PB1 HTS,M18AAP inhibitor,IDE act,MEKK2wt PB1 HTS
CCCOc1ccc(C(=O)N/N=C/c2c[nH]c3ccc(Br)cc23)cc1,-4,102,5,-12,-2,1,-8,3,99
S=C(NCCC(c1ccccc1)c1ccccc1)Nc1ccc(Cl)cc1,-3,97,11,-6,3,3,0,2,111
Cc1cc(N2CCN(C)CC2)nc2ccc(NC(=O)CCC(=O)NCCC(C)C)cc12,15,100,13,-2,2,-2,-5,1,103
O=C(/C=C/c1ccc(F)cc1)Nc1ccc(S(=O)(=O)Nc2ncccn2)cc1,4,102,4,7,-5,-4,-8,4,92
Cc1ccc(S(=O)(=O)c2ccc(Cl)cc2)cc1S(=O)(=O)NC(C(=O)O)C(C)C (stereo not given),1,96,23,-2,1,-1,-7,5,99
CCCC(=O)NC(=S)Nc1cccc(NC(=O)c2ccccc2Cl)c1,-4,101,4,8,4,0,1,1,100
CCCn1cnc2c(c1=O)c1nc3ccccc3nc1n2Cc1ccccc1OC,16,101,16,0,nt,1,2,nt,103
